# PGE2 EP2 inh = blocks the human prostaglandin E2 receptor EP2 | P43116 | C6 glioma cells expressing human EP2, cAMP TR-FRET; cells stimulated with saturating PGE2 | inhibition, % at 25 µM | 260,000 tested, 0.52% active | AID 1422;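 active means percent inhibition above 40 after rounding to a whole number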;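 further: rat C6 glioma host cells with rolipram phosphodiesterase inhibitor present; the protocol text gives 20 µM as final concentration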
# TRPN1 ag = agonists of zebrafish TRPN1 channel; HEK293 zebrafish TRPN1-YFP, Fluo-8 calcium fluorescence; 100% = response to 87 µM carbachol; activation, % at 3 µM; 220,000 tested, 0.18% active;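 active means activation above its plate's cutoff, the mean activation of test wells on that plate plus 3 SD, cut at about 19% in these data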;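 further: 0% = DMSO alone and 100% = 87 µM carbachol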
#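 System: zebrafish TRPN1-YFP in HEK293 cells / Dosing: 3 µM single point / Timing: dye loading 1 h at 37 °C, then 30 min room temperature / Signal: Fluo-8 calcium fluorescence, excitation 470-495 nm, emission 515-575 nm / Read-out basis: percent activation from peak over basal fluorescence ratio, control-normalized / Control set: high carbachol 87 µM, low DMSO alone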
# EP2 modulator = modulates human prostaglandin E2 receptor EP2 signaling. 260,000 tested, 0.83% active. EP2-expressing cells, cAMP HTRF FRET, PGE2 co-stimulation. induction, % at 25 µM. P43116. AID 940;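 active means compounds whose cAMP rise, as percent of the full-agonist control response, exceeds 60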;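 further: rat C6 glioma line stably carrying human EP2 under a CMV promoter; the protocol text gives 20 µM as final concentration; 100% = response of wells given 1 µM PGE2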
# NPY-Y1 antag = NPY-Y1 (human) receptor antagonism. P25929. HEK293-CNG Y1 cells, membrane potential fluorescence; NPY at EC95, then isoproterenol. inhibition, % at 3.6 µM. 200,000 tested, 1% active;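 active means inhibition above the campaign mean inhibition of all tested compounds plus 3 SD, cut at about 20% in these data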;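 further: 0% = DMSO wells given NPY plus isoproterenol and 100% = isoproterenol alone without NPY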
#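 Test system – HEK293 Y1/CNG channel cell line · Also added – NPY agonist 25 nM, then isoproterenol 1 µM plus Ro 20-1724 25 µM · Compound dosing – one concentration, 3.6 µM, in 0.4% DMSO · Schedule – compound incubation 1 h at room temperature, readout 45 min post-stimulation · Technique – fluorescence, membrane potential probe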
# TRPML3 agonist = human mucolipin-3 channel agonism. HEK293 TRPML3-YFP, Fluo-8 calcium fluorescence; 100% = the carbachol control signal. AID 1448. activation, % at 3 µM. 220,000 tested, 0.29% active;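 active means activation above its plate's cutoff, the mean activation of the plate's test wells plus 3 SD, cut at about 12% in these data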;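 further: 0% = DMSO only wells and 100% = carbachol wells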
# Target sequence (Q8TDD5 whole entry, looked up): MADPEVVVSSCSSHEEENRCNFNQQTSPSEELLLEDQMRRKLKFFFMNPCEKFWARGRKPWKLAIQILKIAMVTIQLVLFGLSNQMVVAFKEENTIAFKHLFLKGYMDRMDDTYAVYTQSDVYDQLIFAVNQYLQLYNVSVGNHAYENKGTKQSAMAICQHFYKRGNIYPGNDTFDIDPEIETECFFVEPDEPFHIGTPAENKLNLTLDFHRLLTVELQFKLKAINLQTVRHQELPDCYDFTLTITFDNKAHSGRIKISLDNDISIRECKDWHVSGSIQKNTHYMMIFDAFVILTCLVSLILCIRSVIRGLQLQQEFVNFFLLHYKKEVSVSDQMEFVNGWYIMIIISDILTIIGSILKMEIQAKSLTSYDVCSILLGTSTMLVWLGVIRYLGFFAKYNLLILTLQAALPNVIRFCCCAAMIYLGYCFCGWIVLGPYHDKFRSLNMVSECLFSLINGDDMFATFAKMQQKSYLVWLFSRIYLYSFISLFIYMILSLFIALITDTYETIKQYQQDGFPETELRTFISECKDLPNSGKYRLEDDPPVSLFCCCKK
#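 Test system: HEK293 cells stably carrying human TRPML3-YFP; Doses: single dose, 3 µM final nominal compound, 0.3% DMSO final; Schedule: dye loading 1 h 37 °C then 30 min ambient, 125 s read; Technique: Fluo-8 calcium fluorescence; Benchmarks: high control carbachol 87 µM, low control DMSO.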
# CHOP inh = CHOP inhibition in unfolded protein response. CHO-K1 CHOP-promoter luciferase, tunicamycin-induced, 15-18 h. AID 2732. inhibition, % at 10 µM. 220,000 tested, 3.8% active;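 active means compounds that reduced the stress-induced luciferase reporter signal by more than about 70% of percent inhibition, limit read from the data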;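 further: 0% = tunicamycin plus vehicle and 100% = wells without tunicamycin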
# NPY1 pot ag = human NPY-Y1 potentiation or agonism, primary screen; P25929; NPY-Y1 expressing cells, potentiator/agonist activation; activation, % at 3.6 µM; 220,000 tested, 0.37% active; AID 1304; in the data active means activation above about 33%, passing the limit was not always enough;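 further: cells stimulated with NPY at EC10 then isoproterenol at EC100; 0% = low agonist plus stimulus and 100% = saturating agonist plus stimulus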
# 14-3-3 Bad inh = disrupts binding of bovine 14-3-3 zeta to phospho-Bad peptide. 220,000 tested, 0.71% active. P63103. TR-FRET 14-3-3zeta/Dy647-pBad peptide displacement, 1 h. inhibition, % at 21.7 µM;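 active means inhibition above about 70%, limit read from the data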;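 further: 0% = full 14-3-3 plus peptide FRET controls and 100% = background without 14-3-3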
# Target sequence (P63103 whole entry, looked up): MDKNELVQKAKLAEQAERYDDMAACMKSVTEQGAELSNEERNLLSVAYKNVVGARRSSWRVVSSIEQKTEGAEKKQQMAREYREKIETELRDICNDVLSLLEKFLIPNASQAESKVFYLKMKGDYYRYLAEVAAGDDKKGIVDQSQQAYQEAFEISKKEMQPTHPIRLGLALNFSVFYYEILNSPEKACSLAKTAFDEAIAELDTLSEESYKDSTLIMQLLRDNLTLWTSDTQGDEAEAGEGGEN
# PPC-1+TRAIL kill = kills PPC-1 cancer cells in the presence of TRAIL; PPC-1 cells + TRAIL, ATPLite viability luminescence; cell killing (% activity), % at 4 µM; 220,000 tested, 0.41% active; AID 1443;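 active means cell killing above 50% in the first pass at 4 µM, then a duplicate retest at 5 µM averaging 50% or more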;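 further: plate controls were cells with TRAIL plus DMSO for no effect and medium-only wells lacking cells for full effect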
# * hit, by the source's call; · = no result given; & = joins results of further samples; [ ] = remark or other dose. An excerpt; count on the stated rates, not on these rows.
# Values run as follows: PGE2 EP2 inh, TRPN1 ag, EP2 modulator, NPY-Y1 antag, TRPML3 agonist, CHOP inh, NPY1 pot ag, 14-3-3 Bad inh, PPC-1+TRAIL kill
> Cc1ccc(NC(=O)c2cnn(-c3ccccc3)c2NC(=O)c2ccco2)cc1C
→ 7, -1.4, 6, -4, -0.7, -20, -19, 2, 23
> CCC(C(=O)Nc1ccccc1OC)n1c(C(=O)OC)cc2ccsc21 (centres undefined)
→ 11, -0.6, 31, 14, -1.0, 81*, -34, 9, -2
> Nc1nc(SCC(=O)N2CCc3ccccc32)[nH]c(=O)c1-c1ccccc1
→ 6&7, 0.5, -15&-37, 2, -0.2, -2, -45, -2, 22
> CCn1c(SCC(=O)Nc2c(C)n(C)n(-c3ccccc3)c2=O)nnc1-c1cccc(C)c1
→ ·, -0.2, 14, -7, -0.1, 20, -3, -16[fluorescence artefact?], -5
> CC(=O)Nc1ccc(-c2csc(Nc3ccccn3)n2)cc1
→ 9, 6.8, -81, ·, 3.1, -28, 21, 3, 6
> Cc1cccc(Cn2c(=O)n(CCCC(=O)NCc3ccco3)c(=O)c3ccccc32)c1
→ 4, -1.9, 35, -1, -1.5, ·, -18, -7, 1
> CCNc1ccc(C(=O)Nc2ccc3nc(C)sc3c2)cc1[N+](=O)[O-]
→ 3, 1.1, -6, 3, 0.1, 9, 10, 7, 26
> COc1ccc(NS(=O)(=O)c2ccc3c(c2)CCO3)cc1
→ 4, -0.8, -25, ·, 0.1, -2, 14, 74*, 11
> Cn1cccc1C(=O)N1CCN(c2cccc(C(F)(F)F)c2)CC1
→ 2, 1.3, 12, -1, 0.7, 6, 18, 2, 16
> O=C(NCCN1CCOCC1)c1csc2c1CCCC2
→ 5, 2.7, 25, 1, -0.2, -8, -29, -2, 5
> C/C(CC(=O)Nc1cc(C)ccn1)=N\NC(=O)c1ccc(C)cc1
→ 2, 0.9, -4, -2, 0.2, -1, 1, -8, ·
> CC(C)NS(=O)(=O)c1ccc(OCC(=O)NCCC2=CCCCC2)cc1
→ 11, -1.5, -8, -2, -0.4, 28, -5, -7, -2
> CC(=O)O[C@]1(C(C)=O)CC[C@H]2[C@@H]3C[C@H](C)C4=CC(=O)CC[C@]4(C)[C@H]3CC[C@@]21C
→ 15, 0.8, 11, 2, 1.1, 46, -9, -4, 19
> CCc1nn(C(C)C(=O)N2CCc3ccccc3C2)c(=O)c2cc3occc3n12 (centres undefined)
→ 0, 0.1, 31, 1, 0.4, -1, 6, -16[fluorescence artefact?], 33
> CCOC(=O)Cc1nnc(NC(=O)CSc2ccc(C)cc2)s1
→ 7, -0.1, 5, 14, -0.2, 5, -32, -2[fluorescence artefact?], 12
> Cn1c(=O)c([N+](=O)[O-])c(NCCc2ccccc2)c2ccccc21
→ 6, -0.5, 6, 5, 0.0, 11, -18, -10, 8
> CN(CC(=O)Nc1ccc(N2CCOCC2)cc1)CC(=O)Nc1ccc(C(F)(F)F)cc1
→ 7, 1.8, -38, -8, 1.6, 14, 23, -13, 15
> COc1ccc(NC(=O)CN(C)S(=O)(=O)c2ccc(Cl)cc2)c([N+](=O)[O-])c1
→ 8, -0.5, -32, -2, 0.2, 5, -2, -1, -8
> CC(=O)c1ccc(S(=O)(=O)Nc2ccc(-c3cn4c(n3)SCC4)cc2)cc1
→ 11, -0.5, 22, 9, -0.3, -3, 13, -16, 10
> CCNC(=O)C1CCCN(c2nc(C)cc(C)n2)C1 (centres undefined)
→ 7, 1.0, -19, 4, 0.9, 2, 0, -4, -2
> CN(C(=O)CC(=O)Nc1ccc(Cl)c(Cl)c1)c1ccccc1
→ 5, 0.6, -86, 10, 0.4, -13, -18, -16, 16
> Cc1[nH]c(=O)[nH]c(=O)c1S(=O)(=O)N1CCCC(C(=O)NCc2ccco2)C1 (centres undefined)
→ 6, 0.6, 1, -5, 0.9, 33, 11, -10, -3
> COc1ccc(-n2c(C)nn(CC3CC3)c2=O)cc1
→ 9, -0.3, 5, -1, 1.1, 7, 19, -3, 13
> O=C(Nc1ccc(N2CCOCC2)cc1)Nc1ccc2nsnc2c1
→ 16, 6.7, -92, -2, 3.7, 14, 11, 12, ·
> COc1ccc(NC(=O)CSc2nnc(-c3ccccc3)n2N)cc1
→ 14&11, 0.6, 19&-28, 2, -0.8, -6, 8, 5[fluorescence artefact?], -21
> CCn1ncc(C2=NOC(C(=O)NCc3ccc(OC)cc3)C2)c1C (centres undefined)
→ 8, 2.7, 29, 9, 0.7, ·, -28, 3, 16
> CCCCn1nnnc1NCc1cccc(OC)c1OC
→ 7, 1.2, 1, -4, 1.1, 13, -1, 4, 0
> O=C(c1cc(COc2ccc(F)cc2Cl)on1)N(Cc1ccncc1)CC1CCCO1 (centres undefined)
→ 5, 0.1, -58, 2, 0.9, 5, 7, -13, 4
> C[C@H](N)c1nnc(SCC(N)=O)o1
→ 4, 0.1, 3, ·, 0.7, -3, -7, 1, 4
> N=C1C(c2nc3ccccc3s2)=C(O)CN1NC(=O)c1ccc([N+](=O)[O-])cc1
→ 6, 0.0, -58, 2, 0.8, 5, -10, -2, 22

# Quoted from the listing:
# Entry of CN(CC(=O)Nc1ccc(N2CCOCC2)cc1)CC(=O)Nc1ccc(C(F)(F)F)cc1 in PPC-1+TRAIL kill: 15
# Entry of COc1ccc(NC(=O)CN(C)S(=O)(=O)c2ccc(Cl)cc2)c([N+](=O)[O-])c1 in TRPML3 agonist: 0.2
# Entry of COc1ccc(NC(=O)CSc2nnc(-c3ccccc3)n2N)cc1 in PPC-1+TRAIL kill: -21
# Entry of O=C(Nc1ccc(N2CCOCC2)cc1)Nc1ccc2nsnc2c1 in TRPML3 agonist: 3.7
# Entry of Cn1c(=O)c([N+](=O)[O-])c(NCCc2ccccc2)c2ccccc21 in NPY1 pot ag: -18

# Printed as active in 14-3-3 Bad inh, among the entries above:
smiles | EP2 modulator | NPY-Y1 antag | TRPML3 agonist | CHOP inh | NPY1 pot ag | 14-3-3 Bad inh
COc1ccc(NS(=O)(=O)c2ccc3c(c2)CCO3)cc1 | -25 | · | 0.1 | -2 | 14 | 74*

# (next part)
# Values run as follows: PGE2 EP2 inh, TRPN1 ag, EP2 modulator, NPY-Y1 antag, TRPML3 agonist, CHOP inh, NPY1 pot ag, 14-3-3 Bad inh, PPC-1+TRAIL kill
> CCCCN(CC)S(=O)(=O)c1c(C)[nH]c(=O)[nH]c1=O
→ 4, 1.0, 4, -3, 0.6, -12, -2, -5, 13
> CCN(CC)c1ccc(NC(=O)CN2CCN(c3ccccc3F)CC2)cc1
→ 12, -0.8, -19, 20, 0.6, 7, -16, -5, 3
> Cc1ccc(S(=O)(=O)N2CCOCC2)cc1C(=O)Nc1ccc(C(N)=O)cc1
→ 11, -1.1, -23, ·, 0.5, 5, 20, -6, 16
> Cc1nnc2ccc(-c3ccc(NS(C)(=O)=O)cc3)nn12
→ 10, 0.6, 27, 5, 0.8, 1, -3, -16, 31
> Cc1cc(=O)[nH]c(SCC(=O)c2ccc(C)c(C)c2)n1
→ 9, 0.7, 2, 0, 0.4, -4, -25, 6, 6
> CC(Sc1ncc(C#N)c(N)n1)C(=O)Nc1ccccc1 (centres undefined)
→ 10, -1.0, 7, 4, 2.8, 24, 9, 6, -3
> C=CCOc1ccc(NC(=O)C(=O)NCCCn2ccnc2)cc1
→ 3, -1.4, 7, -1, 0.6, 23, 25, -2, -5
> C=CCn1c(SCC(=O)N(C)C2CCS(=O)(=O)C2)nnc1-c1ccncc1 (centres undefined)
→ ·, -0.6, 8, 6, 0.1, 3, -15, 6, 0
> Cc1ccc(OCC(=O)N2N=C(c3ccncc3)CC2(O)C(F)(F)F)cc1C (centres undefined)
→ 14, 1.6, -36, ·, 0.9, 14, 4, 5, 3
> O=C(Cn1nc(C(F)F)cc1C(F)F)NNC(=S)Nc1ccc(Cl)cc1
→ 4, -0.6, -4, 4, 0.7, 0, 12, -1, 8
> CCOC(=O)c1nc2sc(C)c(C)c2c(=O)[nH]1
→ 21, 1.0, 51, 6, 0.4, 3, -7, -9[fluorescence artefact?], 27
> CCCc1cc(C(=O)Nc2ccccc2SC)no1
→ 11, 0.5, 21, 0, -0.1, -4, -6, 30, 12
> O=C(CSc1ccc(-c2ccco2)nn1)NCc1ccccc1
→ 10, 0.9, 9, -4, -0.1, 15, 6, 3, 16
> O=C1CN(C(=O)COC(=O)c2cccc(S(=O)(=O)NCc3ccccc3)c2)c2ccccc2N1
→ 11, 1.8, -24, -1, 0.2, 4, -32, ·, -2
> CC1CCCCN1S(=O)(=O)c1ccc(C(=O)Nc2nnc(-c3ccccn3)o2)cc1 (centres undefined)
→ 2, 1.2, 12, -4, 0.3, 17, -8, -13, 2
> O=C(Nc1ccc(O)c(-c2nc3ccccc3o2)c1)C1(c2ccccc2)CCCC1
→ 11, -0.4, 11, 4, 0.6, 28, -17, -12[fluorescence artefact?], 9
> CCOc1ccc(C2=[N+]([O-])C(C)(C)N(O)C2(C)C)cc1
→ 19, -1.7, 4, -2, 0.6, -41, 9, 5, 2
> CC(C)CC1(C)NC(=O)N(Cc2cc([N+](=O)[O-])cc3c2OCOC3)C1=O (centres undefined)
→ 13, -1.6, -7, ·, -0.5, 12, 1, 8, 22
> CC1=NN(c2ccc(C(F)(F)F)cn2)C(=O)C1
→ 10, 0.2, 5, 8, 0.6, -50, 3, -5, -2
> C=CCNC(=O)c1cc2cccc(OC)c2oc1=O
→ 9, -0.5, 4, -2, -0.1, -5, -6, -4, 20
> NC(=O)c1ccc(N2CCOCC2)nc1
→ 10, 1.1, -10, -1, 1.0, 27, -14, -10, 6
> COc1cccc(Oc2c(C)oc3c(CN4CCCC4)c(O)ccc3c2=O)c1
→ 11, 0.8, 12, ·, 0.6, 1, 22, 5, 19
> CC(C)CNC(=O)CC(c1ccccc1)c1ccccc1
→ 3, -0.6, 31, 5, -0.2, 0, 12, -13, 3
> COc1cc(C(=O)OCC(=O)NC2CCS(=O)(=O)C2)ccc1OCc1c(C)noc1C (centres undefined)
→ 7, 0.6, -5, 8, 0.3, 11, -5, 16[fluorescence artefact?], 15
> COc1ccc(NC(=O)COc2nsnc2N2CCCCC2)cc1
→ 10, -0.4, -28, -1, -0.7, 13, 5, -12, 1
> Cc1cnc(NC(=O)C(C)N2CCN(C)CC2)s1 (centres undefined)
→ 15&3, -0.7, 15&32, 0, 0.6, -17, 13, 12, 23

# 2 compounds drawn at random from the list so far:
# Values run as follows: PGE2 EP2 inh, TRPN1 ag, EP2 modulator, NPY-Y1 antag, TRPML3 agonist, CHOP inh, NPY1 pot ag, 14-3-3 Bad inh, PPC-1+TRAIL kill
> CCOc1ccc(C2=[N+]([O-])C(C)(C)N(O)C2(C)C)cc1
→ 19, -1.7, 4, -2, 0.6, -41, 9, 5, 2
> CC(C)CNC(=O)CC(c1ccccc1)c1ccccc1
→ 3, -0.6, 31, 5, -0.2, 0, 12, -13, 3
